# H9c2 protect: protects H9c2 cardiomyocytes from peroxide injury; H2O2 injury protection, ATPLite, 2 h; protection from H2O2 cell death, % at 20 µM; 360,000 tested, 0.63% active; AID 588492;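 active means compounds giving at least 50% protection of heart cells from peroxide-induced death in the single-dose screen, raw or plate-pattern-corrected value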;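 further: 0% = DMSO wells with peroxide and 100% = DMSO wells without peroxide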
# HTR2A ag: mouse HTR2A agonism via beta-arrestin recruitment; 360,000 tested, 0.66% active; CHO-K1 mHTR2A beta-arrestin complementation, luminescence; percent of 30 µM serotonin response; P35363; activation, % at 7.6 µM;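 active means activation above a run cutoff, the mean activation of all tested compounds plus 3 SD, cut at about 14% in these data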;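 further: 0% = plate median of compound wells and 100% = 30 µM serotonin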
# NR2E3 ag-1: NR2E3 (human) agonism; Q9Y5X4; GST-NR2E3/biotin-RetCOR TR-FRET, 1536-well; inhibition of corepressor binding, % at 4.78 µM; 320,000 tested, 0.12% active; AID 2300;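 active means percent inhibition above the cutoff of mean plus 3 SD of all tested compounds, set per screening campaign, cut at about 20% in these data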;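 further: 0% = DMSO wells and 100% = biotin wells as full block of FRET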
#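 Test system: GST-NR2E3 and biotin-RetCOR proteins | Quantity: 1.35 nM GST-tagged NR2E3 final | Medium: Tris pH 7.5 | Also added: 7 nM biotin-RetCOR | Dosing: Compound at 4.8 µM, single dose | Timing: 5 h at 4 °C | Detection: Time-resolved FRET | Read-out basis: Percent inhibition | Benchmarks: Biotin wells as high control, 0.6% DMSO wells as low control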
# Shn3 3UTR inh: Schnurri-3 reporter inhibition in Clone20 osteoblasts. 360,000 tested, 0.52% active. Clone20 osteoblast Shn3 3'UTR firefly luciferase, 24 h. inhibition, % at 12.5 µM. AID 588674;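 active means mean inhibition of at least 75% with every replicate also reaching 75%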;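 further: 0% = median of neutral control wells and 100% = pilot-screen positive control compound; some compounds past the cut are filed as inactive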
# TRPM1 prom inh: MITF TRPM1 promoter inhibition in SK-MEL-5 cells. SK-MEL-5 TRPM1 promoter luciferase, 24 h. 330,000 tested, 0.83% active. inhibition, % at 12.5 µM;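 active means mean inhibition across replicates of 60% or more, whatever share of single replicates reaches that level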; further: values of inactives mirror those of a sister screen read the other way
# Peg3 promoter: inhibitors of Peg3 promoter; HeLa PEG-Prom luciferase reporter, luminescence, overnight; 360,000 tested, 1.7% active; AID 588405; inhibition, % at 20 µM;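 active means inhibition of at least 50% at 20 µM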
# CaV13 FRET inh: Disruptors of the CACNA1D IQ motif to Ca2+-dependent inactivation inhibitor domain association, primary screening, Förster resonance energy transfer in intact living …. inhibition, % at 12.3 µM. 340,000 tested, 0.098% active. HEK cells, CFP/YFP FRET ICDI-IQ, plate reader, 10 min; percent FRET-ratio fall versus neutral wells;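 active means mean replicate inhibition of at least 30% and at least 1% of replicates passing that level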;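 further: 0% = median of the neutral control wells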
# HIF-2a inh: HIF-2a inhibition; 786-0 RCC cells HIF-2a reporter, luciferase luminescence, overnight; inhibition, % at 18.8 µM; 360,000 tested, 0.72% active; AID 624352;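 active means inhibition of the luminescence signal of 40% or more relative to plate controls, in a single-dose primary screen at 18.75 µM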
# PDI turbidity: PDI (human) enzyme inhibition; P07237; PDI insulin aggregation turbidity, A650, 90 min; inhibition, % at 10 µM; 350,000 tested, 0.052% active;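 active means mean inhibition across replicates of 30% or more, whatever share of single replicates reach that level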;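 further: absorbance from insulin aggregation driven by PDI reduction with DTT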
# Target sequence (P07237 whole entry, looked up): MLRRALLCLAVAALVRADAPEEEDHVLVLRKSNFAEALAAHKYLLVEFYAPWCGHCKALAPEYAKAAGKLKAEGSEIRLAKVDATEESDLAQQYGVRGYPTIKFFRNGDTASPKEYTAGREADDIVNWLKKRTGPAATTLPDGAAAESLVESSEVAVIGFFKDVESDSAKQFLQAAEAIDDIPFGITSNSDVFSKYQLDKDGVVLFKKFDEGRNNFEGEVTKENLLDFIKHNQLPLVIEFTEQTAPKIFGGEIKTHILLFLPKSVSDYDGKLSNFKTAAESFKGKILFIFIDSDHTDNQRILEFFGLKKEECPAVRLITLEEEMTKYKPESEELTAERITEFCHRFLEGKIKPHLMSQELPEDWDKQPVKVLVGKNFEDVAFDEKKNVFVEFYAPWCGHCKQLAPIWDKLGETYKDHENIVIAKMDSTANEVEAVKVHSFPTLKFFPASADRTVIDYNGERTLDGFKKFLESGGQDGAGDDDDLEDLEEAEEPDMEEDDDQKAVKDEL
# NR2E3 ag-2: human photoreceptor-specific nuclear receptor agonism. Q9Y5X4. CHO-S Gal4-NCOR/VP16-NR2E3 two-hybrid, luciferase. inhibition of corepressor binding, % at 3.98 µM. 360,000 tested, 0.35% active. AID 602229;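 active means inhibition above the mean of all tested compounds plus 3 SD, cut at about 70% in these data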;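 further: 0% = DMSO with NR2E3 transfected cells and 100% = cells lacking NR2E3 construct; higher means lower luciferase signal from less NR2E3 corepressor binding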
# hiPSC survival: enhancers of human iPSC single-cell survival. hiPSC single-cell survival, ATPlite luminescence; 100% = ROCK inhibitor wells, 0% = DMSO. survival enhancement, % at 20 µM. 360,000 tested, 0.044% active; in the data active means survival enhancement above about 18%;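 further: cells exposed to compounds for 16 hours before the ATP read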
# Active calls of the source: *; · = not tested or not shown. Rows were taken by chance; about 3.9% have a hit in one of these screens.
# Preview (two entries):
# Each structure is followed by: PDI turbidity | H9c2 protect | NR2E3 ag-2 | Peg3 promoter | TRPM1 prom inh | Shn3 3UTR inh | NR2E3 ag-1 | HIF-2a inh | HTR2A ag | CaV13 FRET inh | hiPSC survival
(1) CCOC(=O)C1(CCc2ccccc2)CCN(C(=O)CN2C(=O)CSC2=O)CC1
 : 9 | -1 | -14 | -76 | -12 | -17 | -4 | -88 | -1 | -5 | -1.3
(2) O=c1c2cn(Cc3ccc(F)cc3)c3ccc(F)cc3c-2nn1Cc1ccc(F)cc1
 : -3 | 6 | -22 | 25 | 0 | -3 | · | 12 | 13 | -4 | 2.8

# All compounds of this part, repeating the preview:
# Each structure is followed by: PDI turbidity | H9c2 protect | NR2E3 ag-2 | Peg3 promoter | TRPM1 prom inh | Shn3 3UTR inh | NR2E3 ag-1 | HIF-2a inh | HTR2A ag | CaV13 FRET inh | hiPSC survival
(1) CCOC(=O)C1(CCc2ccccc2)CCN(C(=O)CN2C(=O)CSC2=O)CC1
 : 9 | -1 | -14 | -76 | -12 | -17 | -4 | -88 | -1 | -5 | -1.3
(2) O=c1c2cn(Cc3ccc(F)cc3)c3ccc(F)cc3c-2nn1Cc1ccc(F)cc1
 : -3 | 6 | -22 | 25 | 0 | -3 | · | 12 | 13 | -4 | 2.8
(3) Cc1ccccc1Oc1nc2c(C)cccn2c(=O)c1/C=C(\C#N)C(=O)Nc1c(C)n(C)n(-c2ccccc2)c1=O
 : -1 | 13 | -4 | 15 | 44 | 16 | 1 | 37 | -2 | -3 | 0.0
(4) CCCC(=O)Nc1ccc(Oc2ccc(NC(=O)CCC)cc2)cc1
 : 0 | -3 | -1 | 0 | 1 | -7 | -2 | 8 | -5 | -5 | 0.4
(5) Cc1ccsc1C(=O)Nc1n[nH]c(C(F)(F)F)n1
 : -8 | -1 | -14 | 15 | 16 | -2 | -4 | 21 | 0 | -14 | -0.4
(6) CCSc1nnc(NC(=O)C2CCCCC2C(=O)OCC(F)(F)C(F)F)s1 (stereo not drawn)
 : -2 | 0 | -11 | 12 | -6 | -4 | 1 | 15 | -1 | -3 | -3.2
(7) COc1cc(CN2CCCC(N3CCc4ccccc4C3)C2)c(Cl)cc1O (stereo not drawn)
 : 16 | 0 | -5 | 0 | -2 | -36 | -2 | 17 | 9 | -3 | 0.0
(8) COc1ccccc1CNC(=O)C1CCN(S(=O)(=O)c2ccc(-n3cnnn3)cc2)CC1
 : -14 | -2 | -20 | 9 | 6 | 2 | 3 | 15 | 3 | -2 | 0.3
(9) CC(=O)N1N=C(c2ccccc2O)CC1c1cccs1 (stereo not drawn)
 : -3 | -5 | 10 | 3 | -10 | -112 | -3 | -17 | 1 | -4 | -0.1
(10) O=C(CN(Cc1ccccc1)S(=O)(=O)c1ccc2c(c1)OCCO2)Nc1ccc2c(c1)OCCO2
 : 1 | 10 | -28 | -62 | -23 | 26 | -1 | -126 | -2 | -6 | 0.1
(11) Cc1ccccc1OCC(=O)NCC(=O)N/N=C/c1ccc(Br)o1
 : -11 | 7 | 14 | -13 | -4 | -17 | 0 | -8 | -4 | -15 | -2.1
(12) O=C(CC1CC1)Nc1ccc2c(c1)[C@@H]1C[C@H](CC(=O)NC3CCCC3)O[C@@H](CO)[C@@H]1O2
 : -1 | 0 | 14 | 2 | · | -4 | · | 2 | 2 | · | -0.5
(13) CCOC(=O)C1CCN(C(=O)CNC(=O)c2nn(-c3ccc(OC)cc3)c(=O)c3ccccc23)CC1
 : 7 | -9 | -17 | -114 | -27 | -52 | 4 | -49 | 7 | -2 | -0.8
(14) CCCC(=O)Nc1ccc2c(c1)nc(CN1CCCCC1)n2C
 : 2 | 3 | -7 | 1 | 0 | -13 | 2 | 12 | -2 | -4 | -3.5
(15) Cc1cccn2c(=O)c3cc(C(=O)NC4CCCCCC4)sc3nc12
 : 1 | -4 | -4 | -16 | 3 | -20 | 2 | -12 | -7 | -7 | 0.2
(16) COc1ccc(CCN2C(=O)CS/C2=N\NC(=O)c2cccs2)cc1OC
 : 7 | 12 | -22 | 13 | 1 | 1 | -3 | -1 | 0 | -4 | 0.6
(17) CC(C)Nc1ncnc2c1ncn2[C@H]1CN(C2CCCC2)C[C@@H](CO)O1
 : 0 | 2 | 16 | 2 | · | 15 | · | -4 | 1 | -4 | 3.3
(18) COc1cccc(-n2nnnc2SCC(=O)Nc2ccccc2OC)c1
 : 23 | 7 | 15 | 11 | 5 | 9 | 1 | 11 | 0 | -4 | 0.1
(19) O=C(CSc1nncs1)Nc1cccc2ccccc12
 : -1 | 9 | -3 | -23 | 4 | -3 | · | -23 | 3 | -6 | 0.8
(20) COc1ccc(-n2c(=S)[nH]c3cc(C(=O)Nc4cccc(C)c4)ccc3c2=O)cc1
 : 1 | -3 | 1 | 2 | -23 | -15 | -3 | 15 | 3 | -5 | -2.2
(21) Cc1cccc(NC(=O)COc2coc(CN3CCN(Cc4ccccc4)CC3)cc2=O)c1
 : -5 | -1 | 3 | 15 | 14 | -3 | 4 | -2 | 6 | -6 | 0.3
(22) c1csc(-c2nn3c(C4COc5ccccc5O4)nnc3s2)c1 (stereo not drawn)
 : 6 | -1 | -44 | -67 | -9 | -6 | 3 | -142 | -1 | · | -0.2
(23) O=C(Nc1ccc(OC(F)(F)F)cc1)NC1CCC(Oc2ccc(C(=O)O)cc2)CC1 (stereo not drawn)
 : -9 | -2 | 21 | -36 | -5 | -12 | 3 | -5 | 8 | -10 | 4.2

# Only HTR2A ag and TRPM1 prom inh, for 4 of the compounds above:
nr	smiles	HTR2A ag	TRPM1 prom inh
20	COc1ccc(-n2c(=S)[nH]c3cc(C(=O)Nc4cccc(C)c4)ccc3c2=O)cc1	3	-23
21	Cc1cccc(NC(=O)COc2coc(CN3CCN(Cc4ccccc4)CC3)cc2=O)c1	6	14
22	c1csc(-c2nn3c(C4COc5ccccc5O4)nnc3s2)c1 (stereo not drawn)	-1	-9
23	O=C(Nc1ccc(OC(F)(F)F)cc1)NC1CCC(Oc2ccc(C(=O)O)cc2)CC1 (stereo not drawn)	8	-5

# Source: PubChem BioAssay
